# TcdB inh: TcdB glycohydrolase inhibitors, primary screen, biochemical, single point, plate reader; inhibition, % at 9.99 µM; TcdB glycohydrolase enzymatic assay; 350,000 compounds, 0.24% hits; Toxin B (Clostridioides difficile), P18177; in the data active = inhibition above about 10%
# Vc quorum ag: inducers of Vibrio cholerae quorum light production without autoinducers, primary screen, BH1578 luxS cqsA deficient, single point | V. cholerae BH1578 lux reporter, luminescence, 6 h | activation, % at 18.7 µM | 350,000 compounds, 0.16% hits; in the data active = activation mostly above about 9.7%, no sharp cut-off; inconclusive = no clear call, values can overlap the other calls; inactive = mostly below about 3.7%; note: not every result past the cut was called active; inactives centre near 0; reference of the scale not given here
# GDH-TPI inh: GDH-TPI coupling enzyme inhibitors, primary screen, artefact control for M. tuberculosis FBA inhibitor project, biochemical, absorbance, full deck; 360,000 compounds, 1.2% hits; inhibition, % at 4.8 µM; GDH-TPI coupled enzyme counterscreen, NADH absorbance; AID 588335, 2011; in the data active = inhibition above about 30%;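 note: 0% = DMSO wells and 100% = wells lacking the enzyme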
# Mtb BioA inh: M. tuberculosis BioA enzyme inhibitors, primary screen, biochemical, plate reader, single point, HTS; purified M. tuberculosis BioA enzyme; inhibition, % at 9.99 µM; AID 602481, 2012; 360,000 compounds, 0.096% hits; in the data active = inhibition above about 40%; inconclusive = no clear call, values can overlap the other calls
# PfHsp40 yeast: rescue of yeast from PfHsp40 toxicity, primary screen, S. cerevisiae, ATP luminescence; growth rescue, % at 12.5 µM; 340,000 compounds, 0.68% hits; S. cerevisiae expressing PfHsp40, growth rescue; in the data active = growth rescue above about 28%, passing the limit was not always enough; inconclusive = no clear call, values can overlap the other calls;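 note: yeast W303a lacking pdr1 and pdr3 grown in galactose medium; growth measured after three days at 30 °C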
# Mtb UGM inh: M. tuberculosis UGM enzyme inhibitors, primary screen, biochemical, fluorescence polarization, single point; UDP-galactopyranose mutase (Mycobacterium tuberculosis (strain ATCC 25618 / H37Rv)), …; purified UGM, fluorescence polarization probe displacement; inhibition, % at 10 µM; 320,000 compounds, 0.06% hits; in the data active = inhibition above about 10%, passing the limit was not always enough; inconclusive = no clear call, values can overlap the other calls
# Target sequence (P9WIQ1 whole entry, looked up): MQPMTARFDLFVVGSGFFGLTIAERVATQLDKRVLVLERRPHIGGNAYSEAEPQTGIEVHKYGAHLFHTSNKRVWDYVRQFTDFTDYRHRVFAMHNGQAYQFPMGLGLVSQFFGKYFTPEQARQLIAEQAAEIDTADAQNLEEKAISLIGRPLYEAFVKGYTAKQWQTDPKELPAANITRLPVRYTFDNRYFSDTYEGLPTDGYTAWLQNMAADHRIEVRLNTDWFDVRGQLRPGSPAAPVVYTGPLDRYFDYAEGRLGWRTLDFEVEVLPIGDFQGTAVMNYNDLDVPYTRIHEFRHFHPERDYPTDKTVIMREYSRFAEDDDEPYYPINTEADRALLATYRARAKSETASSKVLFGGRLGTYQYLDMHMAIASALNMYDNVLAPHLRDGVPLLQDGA
# Mtb FBA inh: Mtb FBA enzyme inhibitors, primary screen, biochemical, fluorescence, strain H37Rv; purified M. tuberculosis FBA, fluorescence read-out; inhibition, % at 1 µM; 360,000 compounds, 2.3% hits; AID 588726, 2011; in the data active = inhibition above about 27%;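 note: 0% = vehicle and 100% = reference inhibitor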
# Target sequence (P9WQA3 whole entry, looked up): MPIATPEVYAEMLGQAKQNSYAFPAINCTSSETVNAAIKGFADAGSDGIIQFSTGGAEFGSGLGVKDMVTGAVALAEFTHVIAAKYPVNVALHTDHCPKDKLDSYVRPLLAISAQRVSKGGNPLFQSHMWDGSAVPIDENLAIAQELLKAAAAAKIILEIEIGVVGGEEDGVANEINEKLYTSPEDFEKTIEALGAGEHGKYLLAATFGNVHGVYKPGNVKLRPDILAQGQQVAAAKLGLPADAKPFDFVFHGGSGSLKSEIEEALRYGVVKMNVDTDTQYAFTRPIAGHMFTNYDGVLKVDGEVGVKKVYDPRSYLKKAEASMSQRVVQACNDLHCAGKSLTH
# Y pestis TopoI: Yersinia pestis topoisomerase I inhibitors, primary screen, biochemical, cleavage product accumulation, plate reader, single point. DNA topoisomerase I (Yersinia pestis CO92). Y. pestis Topo-I cleavage product accumulation. activity, % at 10 µM. 360,000 compounds, 0.064% hits. AID 504884, 2011; in the data active = activity above about 50%, passing the limit was not always enough; inconclusive = no clear call, values can overlap the other calls; note: inactives centre near 2
# FadD28 FP inh: inhibitors of FadD28 bisubstrate probe binding, primary screen, biochemical, fluorescence polarization, single point. inhibition, % at 12.5 µM. AID 588549, 2011. 360,000 compounds, 0.22% hits; in the data active = inhibition above about 8.5%, passing the limit was not always enough; inconclusive = no clear call, values can overlap the other calls
# * = called active by the depositor; i = inactive; ? = inconclusive; . = not tested or not shown. Rows are unselected, and some 4.6% of all compounds hit somewhere here.
SMILES,TcdB inh,Vc quorum ag,GDH-TPI inh,Mtb BioA inh,PfHsp40 yeast,Mtb UGM inh,Mtb FBA inh,Y pestis TopoI,FadD28 FP inh
Cc1ccsc1C(=O)N1CCC1(C)C(=O)NCc1cccnc1 (centres undefined),-0.3,i,9,-1.7,.,.,-1,-6,-3.0
CC(=O)Nc1ccc(C(=O)COC(=O)CCc2ccccc2)c(F)c1,0.8,-0.7,-7,-0.6,10,-0.2,-1,-5,-2.3
COc1ccc(-c2c(S(=O)(=O)c3ccccc3)cnn2-c2ccccc2)cc1,.,-2.4,1,-1.8,-0.3,5.2,0,-11,0.9
c1cc2nc(C34CC5CC(CC(C5)C3)C4)[nH]c2cn1,0.6,-0.3,-1,.,1.4,1.0,1,-3,0.0
CNc1ccccc1C(=O)OCC(=O)N1CCN(c2ccc(OC)cc2)CC1,0.7,-0.3,5,-0.1,0.0,-2.0,73*,20,-1.5
COc1cc(OC)cc(OC(=O)C2CCN(C(=O)c3ccc(F)cc3)CC2)c1,2.4,-2.6,3,.,-0.1,1.1,0,15,-2.7
COc1ccc2cc(-c3ccccc3)ncc2c1,0.8,3.7,3,0.5,1.5,-0.3,17,-2,0.1
CCC1NC(=O)c2cccnc2-n2c1nc1cc(F)ccc1c2=O (centres undefined),2.4,1.1,6,-1.9,.,.,0,3,-1.5
CN(CC(=O)Nc1ccccc1Br)C(=O)c1cccc(S(=O)(=O)NCc2ccccc2)c1,0.8,-1.8,-3,-0.1,-0.7,-2.4,0,-5,1.0
C#CCOCCOCCOCCNc1nc(N2CCN(C(=O)CCCCCCCCCCNC(=O)[C@@H]([C@H](C)O)n3cc(C)nn3)CC2)nc(N2CCN(C(=O)CCCCCCCCCCNC(=O)[C@@H]([C@H](C)O)n3cc(C)nn3)CC2)n1,-1.0,-0.4,8,-0.1,-1.6,-2.0,-2,5,-0.5
O=[N+]([O-])c1cccc(-c2ccc(CN3CCN(c4ccccc4)CC3)o2)c1,0.6,-1.1,15,9.8,1.7,-2.3,-2,-7,-1.0
CCOC(=O)N1CCN(Cc2cn[nH]c2-c2ccc(-c3ccccc3)cc2)CC1,0.6,-0.2,4,.,-0.6,-0.8,1,-2,-2.5
Cc1cccc(N2CCN(C(=O)c3ccc(Cl)c(S(=O)(=O)NCc4ccco4)c3)CC2)c1C,.,i,13,0.4,18,-1.4,0,33,-2.6
CCC(NC(=O)Nc1nccs1)(C(F)(F)F)C(F)(F)F,.,17*,-5,-0.4,-0.1,2.7,2,-2,-0.5
O=S(=O)(c1ccc(Br)cc1)N1CCCC1c1nc2ccccc2s1 (centres undefined),.,-0.6,0,-1.6,1.5,0.0,4,6,-2.4
CN(/N=C/c1cc(Cl)ccc1O)C1=NS(=O)(=O)c2ccccc21,4.1,-0.5,12,-0.5,-1.6,4.5,2,8,0.8
CCOc1ccc(NC(=O)CCCCCN2C(=O)[C@@H]3Cc4ccccc4CN3C2=O)cc1,1.0,-1.6,0,.,1.3,-2.6,0,23,0.7
Cc1cccc(N2CCN(c3nnnn3-c3ccccc3)CC2C)c1 (centres undefined),.,i,3,-0.9,1.3,1.4,3,23,0.9
O=C(NCCC1=CCCCC1)C1CCN(C(=O)Cc2ccccc2)CC1,2.8,-0.3,6,-1.0,1.0,3.7,-3,7,-2.4
CCN1C(=O)/C(=C2\SC(=S)N(NC(=O)c3cccnc3)C2=O)c2ccccc21,1.6,0.8,11,0.6,-1.8,1.0,-3,-3,0.4
Cc1cc(NC(=O)CCC(=O)N(Cc2ccccc2)C(C(=O)NC2CCCC2)c2ccco2)no1 (centres undefined),1.5,-0.6,-1,3.3,0.3,-4.5,0,22,2.5
O=C(C1CC(=O)N(c2ccc3c(c2)OCCO3)C1)N1CCCC(C(F)(F)F)C1 (centres undefined),0.3,-1.2,1,-0.6,-0.5,-0.5,12,-4,1.8
COC(=O)c1cnc(N2CCCN(S(=O)(=O)c3ccccc3)CC2)nc1C(F)(F)F,-6.1,-0.4,10,.,-0.4,-1.2,0,19,-1.4
CCNC(=O)NS(=O)(=O)c1cnccc1Nc1cccc(Cl)c1,.,-0.1,-4,-0.9,-1.0,-1.5,3,1,-4.7
Cc1ccc(NC(=O)C2(C)CCN2C(=O)Cc2ccc(C(C)(C)C)cc2)cc1C (centres undefined),0.5,i,-10,0.7,.,.,-5,25,-13
Cc1ccc(CN(CC(=O)NC2CCCCC2)C(=O)c2csnn2)cc1,1.4,0.4,-2,-4.9,-0.8,-1.5,1,-1,-1.9
CN(C)S(=O)(=O)c1cccc(NC(=O)c2ccc(Sc3nncn3C)c([N+](=O)[O-])c2)c1,2.2,i,4,0.1,0.8,1.1,2,-4,-5.3
COc1ccc(CCN(C)C2CC(=O)N(c3ccccc3)C2=O)cc1OC (centres undefined),0.1,-0.6,-2,0.6,5.4,1.6,1,4,-4.8
O=C(CSc1nnc(CNC(=O)c2ccco2)o1)Nc1cccc(F)c1,0.5,-0.2,3,0.6,0.8,2.9,-2,1,-4.7
Cc1ccc(OCCC(=O)OCC(=O)NC(=O)NC2CCCCC2)cc1,-1.0,-0.6,3,-1.5,-1.1,0.0,6,6,-0.8
C=CCn1c(SCC(N)=O)nnc1-c1cnccn1,1.0,-0.4,9,.,0.1,-1.3,1,25,?
Cc1c(F)cccc1NS(=O)(=O)c1ccc2c(c1)c(C)cc(=O)n2C,0.2,i,2,-0.7,1.0,-1.8,-2,4,-4.3
CN1CCN(c2ccc(C(N)=O)cc2N)CC1,.,i,-2,-0.8,-0.8,-3.4,26,6,-5.7
O=C(Nc1cccc(S(=O)(=O)c2cccc(NC(=O)c3ccco3)c2)c1)c1ccco1,1.2,-0.5,4,-0.9,3.2,3.1,1,-6,-25
Cc1cccc(C(=O)NCc2nnc(SCC(=O)N3CCN(c4ccccc4)CC3)n2C)c1,.,i,-5,1.2,-0.5,-2.1,0,1,-2.6
CC1CN(S(=O)(=O)c2ccc(C(=O)Nc3nnc(-c4ccccn4)o3)cc2)CC(C)O1 (centres undefined),1.2,0.0,14,-0.8,1.2,-0.2,-1,2,-0.6
CC(C)(C)c1ccc(C(=O)NC2CCS(=O)(=O)C2)cc1 (centres undefined),-8.9,i,12,-1.1,0.6,-1.3,-1,15,0.4
O=C(CNC(c1ccccc1)c1ccccc1)NCc1ccccc1Cl,0.0,i,-7,0.4,0.6,-0.8,-2,9,.
COc1cccc(C(=O)CN2CCC(NC(=O)NC3CCCCC3)CC2)c1,.,-0.3,10,-0.5,-0.3,.,0,3,-1.3
O=C(Nc1ccc(O)c2c(=O)cc(-c3ccccc3Cl)oc12)c1ccccc1Cl,0.0,-0.4,7,0.6,-0.1,2.0,-1,8,1.0
CC(C)Nc1nc(NC(C)(C)C)nc(Oc2ccc(=O)n(-c3ccccc3)n2)n1,.,i,5,.,0.8,-0.2,3,11,-3.3
O=C(Cn1cnc2c(cnn2-c2ccc(F)cc2)c1=O)NCc1ccco1,.,-0.6,-8,.,0.5,6.0,1,-4,-4.1
CCOC(=O)c1nc2ccccc2s1,.,.,2,-1.1,-1.4,2.5,3,-2,-0.3
Cc1ccc(Oc2cnn(-c3ccccc3)c(=O)c2Br)cc1,0.4,-0.7,-1,.,-1.2,-3.4,0,18,-1.3
CC(NC(=O)C(C)N1C(=O)C2C3CC(C(Br)C3Br)C2C1=O)c1ccccc1 (centres undefined),0.1,-1.0,9,1.1,0.0,-0.4,0,13,-1.6
Cc1nn(-c2ccccc2)c2[nH]c(=O)c(CNc3ccc(N4CCOCC4)cc3)cc12,.,i,23,-0.8,2.6,0.0,2,1,-0.9
CNC(=O)CSc1nnc(SCCC(=O)O)s1,.,i,3,-4.9,-1.3,-1.2,-2,-2,-1.1
O=[N+]([O-])c1cccc(-c2ccc(/C=N/NC(=S)Nc3ccccc3)o2)c1,.,i,34*,-3.4,9.0,-3.2,1,-4,-0.3
CC(C)Nc1nnc(SC(C)C(=O)Nc2ccc(N3CCOCC3)cc2)s1 (centres undefined),0.8,-1.3,-4,-0.5,1.3,3.0,1,-2,-1.2
CC1CCc2c(sc3nc(CSc4ncn[nH]4)[nH]c(=O)c23)C1 (centres undefined),.,-0.3,7,.,1.0,1.1,0,-1,-5.8
Cc1ccc(-c2nnc3ccc(SC(C)C(=O)O)nn23)cc1 (centres undefined),1.1,.,8,2.2,1.4,0.5,5,4,-2.7
CC(C)C[C@@H](CN1CCC[C@@H]1CN1C(=O)C(=O)NC[C@@H]1Cc1ccccc1)N1C[C@H](Cc2ccccc2)N(CC2CCCCCC2)C(=O)C1=O,-4.1,i,8,-0.6,0.2,.,0,26,-3.5
Cc1cc(NC(=O)CSc2nc3c(C)cccc3cc2C#N)no1,-6.8,i,4,-1.7,-0.4,3.2,5,0,-1.4
CCOc1ccc2nc(N(CCCN(C)C)C(=O)c3ccc(S(=O)(=O)N4CCCC4)cc3)sc2c1,1.3,-1.6,6,-0.4,0.2,1.5,1,0,-2.2
CCCSc1nc(N)cc(=O)[nH]1,.,i,4,-0.5,-0.8,2.0,4,4,-1.2
CCOC(=O)c1c(C)[nH]c(C(=O)COC(=O)CNC(=O)c2ccc(Br)cc2)c1C,-0.3,-0.3,18,.,-0.3,1.8,-2,13,1.3
COc1ccc([C@H]2C[C@@H](O)[C@H](n3cc(-c4ccc(F)cc4)nn3)CN2C(=O)C2CCCCC2)cc1,1.3,-2.4,8,1.2,.,.,3,21,-2.3
CCc1nnc(NC(=O)[C@@H](NS(=O)(=O)c2ccc3c(c2)OCCO3)C(C)C)s1,-6.2,.,1,.,-1.1,.,-2,1,0.3
CCC(C)(C)n1nnnc1C(c1ccc2ncccc2c1)N1CCCCCC1 (centres undefined),.,-7.1,-1,0.1,0.0,-0.4,-5,12,-2.3
COc1ccc(-c2noc(CCC(=O)N3CCN(c4ccccc4C(F)(F)F)CC3)n2)cc1,1.1,-1.0,2,1.0,2.6,.,-2,37,0.5
CC(NS(=O)(=O)c1ccccc1)C(=O)Nc1ccc2c(c1)OCCO2 (centres undefined),-0.7,0.7,-9,-1.0,-0.9,-1.0,1,7,-2.1

# Sorted by SMILES length (low to high): part of the list above.
SMILES,TcdB inh,Vc quorum ag,GDH-TPI inh,Mtb BioA inh,PfHsp40 yeast,Mtb UGM inh,Mtb FBA inh,Y pestis TopoI,FadD28 FP inh
Cc1ccc(-c2nnc3ccc(SC(C)C(=O)O)nn23)cc1 (centres undefined),1.1,.,8,2.2,1.4,0.5,5,4,-2.7
CCC1NC(=O)c2cccnc2-n2c1nc1cc(F)ccc1c2=O (centres undefined),2.4,1.1,6,-1.9,.,.,0,3,-1.5
COc1cccc(C(=O)CN2CCC(NC(=O)NC3CCCCC3)CC2)c1,.,-0.3,10,-0.5,-0.3,.,0,3,-1.3
Cc1c(F)cccc1NS(=O)(=O)c1ccc2c(c1)c(C)cc(=O)n2C,0.2,i,2,-0.7,1.0,-1.8,-2,4,-4.3
O=[N+]([O-])c1cccc(-c2ccc(/C=N/NC(=S)Nc3ccccc3)o2)c1,.,i,34*,-3.4,9.0,-3.2,1,-4,-0.3
CCOc1ccc(NC(=O)CCCCCN2C(=O)[C@@H]3Cc4ccccc4CN3C2=O)cc1,1.0,-1.6,0,.,1.3,-2.6,0,23,0.7
CCc1nnc(NC(=O)[C@@H](NS(=O)(=O)c2ccc3c(c2)OCCO3)C(C)C)s1,-6.2,.,1,.,-1.1,.,-2,1,0.3

# Source: PubChem (several laboratories)
